# Compound activity from PubChem.
# ERb SRC1 inh = inhibitors of ERβ-SRC1 coactivator interaction, primary screen, biochemical, TR-FRET, ERβ LBD, SRC-1 peptide. inhibition, % at 25.6 µM. hit rate 1.3% among 86,000. TR-FRET ER-beta LBD / SRC1-Cy5 peptide binding; receptor agonist-loaded with 1 µM estradiol. AID 633, 2007. Estrogen receptor beta (Homo sapiens), Q92731;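 active = compounds whose percent inhibition of the receptor-coactivator binding signal exceeds about 50% in the single-dose screen, limit read from the data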;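 note: 0% = receptor plus peptide wells without compound and 100% = peptide-only wells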
# Target sequence (Q92731 whole entry, looked up, the tested form may be a part): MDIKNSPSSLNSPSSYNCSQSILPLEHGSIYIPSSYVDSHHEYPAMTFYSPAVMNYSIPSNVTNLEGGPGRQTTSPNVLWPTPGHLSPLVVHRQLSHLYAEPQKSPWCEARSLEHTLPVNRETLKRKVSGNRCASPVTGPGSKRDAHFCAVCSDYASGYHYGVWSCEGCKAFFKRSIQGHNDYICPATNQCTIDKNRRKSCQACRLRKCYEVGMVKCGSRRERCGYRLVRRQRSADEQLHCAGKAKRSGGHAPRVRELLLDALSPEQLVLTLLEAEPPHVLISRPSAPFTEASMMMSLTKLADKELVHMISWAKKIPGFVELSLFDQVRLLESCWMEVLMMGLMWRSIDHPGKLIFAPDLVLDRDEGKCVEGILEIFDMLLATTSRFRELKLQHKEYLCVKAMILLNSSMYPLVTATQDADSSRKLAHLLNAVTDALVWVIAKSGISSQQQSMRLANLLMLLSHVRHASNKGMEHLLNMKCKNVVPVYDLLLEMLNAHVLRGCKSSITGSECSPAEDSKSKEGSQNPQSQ
# Lung fibro prol = antiproliferative effect on LL 47 fibroblasts – human, LL 47 cells, CellTiter-Glo luminescence, primary screen; viability, % at 10 µM; hit rate 1.1% among 85,000; LL 47 human lung fibroblast viability, ATP luminescence; hits give low values; AID 719, 2007;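 active = viability at or below 50% in the single dose screen; inactive = viability above 50%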;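 note: compound exposure lasted 72 h before the ATP readout; 100% = median luminescence of untreated cell-only wells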
#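 material = human LL 47 lung fibroblast cells | dosing = compounds added from tenfold dosing solution, 0.1% DMSO final | timing = overnight cell rest, 72 h compound treatment at 37 °C | measured by = CellTiter-Glo luminescence measuring cellular ATP | evaluation = % viability versus median cells-only luminescence | control set = cell-only wells, no compound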
# ERa coact pot = enhancers of ERα–SRC-1 coactivator binding, primary screen, biochemical, TR-FRET, ERα LBD, low estradiol; hit rate 1.3% among 86,000; AID 639, 2007; Estrogen receptor (Homo sapiens), P03372; coactivator binding (% of control), % at 25.6 µM; TR-FRET ERalpha-LBD/SRC-Cy5 coactivator binding, 2 h; 100 = basal binding, no effect; in the data active = activity above about 200%;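 note: binding measured in presence of low estradiol as agonist stimulus; 0% = peptide alone without receptor and 100% = receptor with peptide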
# Mac1 fbg enh = enhancers of CD11b/CD18 adhesion to fibrinogen, primary screen, K562 cells, luminescence | ATPlite luminescence | activation, % at 10 µM | hit rate 0.07% among 93,000 | AID 1499, 2009;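 active = 10 µM primary screen giving 50% or more activity, confirmed by 40% or more on retest at that dose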; note: strong numbers were not always called active
# H69AR inhibit = proliferation blockers of H69AR lung cancer cells, primary screen, cell-based, human, 86K library | hit rate 6% among 85,000 | viability, % at 10 µM | AID 598, 2007 | H69AR lung tumor viability, ATP luminescence, 72 h; hits give low values;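 active = viability at or below 40%; inactive = viability above 40%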;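 note: multidrug resistant small cell line overexpressing MRP-1 efflux transporter; 100% = mean luminescence of untreated control wells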
# HUVEC prolif 384 = inhibitors of HUVEC proliferation, primary screen, cell-based, 384-well | CellTiter-Glo luminescence, 72 h; hits give low values | viability, % at 10 µM (by protocol) | hit rate 1.1% among 86,000 | AID 648, 2007;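 active = viability at or below 30%; inactive = viability above 30%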;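 note: 100% = median luminescence of DMSO-only cell control wells on each plate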
# Smad3 FoxH1 inh = Smad3/FoxH1 peptide binding inhibitors, primary screen, biochemical, TR-FRET; hit rate 0.29% among 88,000; inhibition, % at 25 µM; AID 630, 2007; Mothers against decapentaplegic homolog 3 (Homo sapiens), P84022; TR-FRET Smad3/Dy647-FoxH1 peptide binding, europium anti-His;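 active = compounds that reduce the energy-transfer binding signal between the protein and its labelled peptide by more than half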;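 note: 0% = Smad3 plus labelled peptide maximal FRET and 100% = peptide-only background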
# Target sequence (P84022 whole entry, looked up): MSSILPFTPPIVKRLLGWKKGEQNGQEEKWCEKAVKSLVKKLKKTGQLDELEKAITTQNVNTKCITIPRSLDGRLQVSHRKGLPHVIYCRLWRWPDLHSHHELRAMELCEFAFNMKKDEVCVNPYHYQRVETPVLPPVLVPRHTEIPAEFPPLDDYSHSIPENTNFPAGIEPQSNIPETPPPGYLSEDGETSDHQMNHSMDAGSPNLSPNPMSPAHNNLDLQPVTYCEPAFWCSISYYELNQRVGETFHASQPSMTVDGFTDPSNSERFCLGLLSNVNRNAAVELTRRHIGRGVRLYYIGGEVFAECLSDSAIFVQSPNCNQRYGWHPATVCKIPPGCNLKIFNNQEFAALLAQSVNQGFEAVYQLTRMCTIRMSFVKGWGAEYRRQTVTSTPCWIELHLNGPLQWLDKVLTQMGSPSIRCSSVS
# ERa coact inh = ERα–SRC-1 coactivator interaction inhibitors, primary screen, biochemical, TR-FRET, ERα LBD, estradiol-bound. Estrogen receptor (Homo sapiens), P03372. hit rate 1.7% among 86,000. AID 629, 2007. inhibition, % at 25.6 µM. TR-FRET ER-alpha LBD / SRC-1 peptide; in the data active = inhibition above about 50%;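 note: 0% = receptor plus peptide control and 100% = peptide only without receptor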
# MT1-MMP txn act = MT1-MMP promoter reporter activation – cell-based, luciferase luminescence, primary screen; HT1080 MT1-MMP promoter luciferase reporter, overnight; hits give high values; activation factor at 10 µM; hit rate 0.16% among 86,000; AID 750, 2007;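 active = activation factor of at least 2 for MT1-MMP transcription at 10 µM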
# An asterisk follows results filed as active; nt = not tested or not shown; [ ] = another dose, or the depositor's remark.
SMILES,ERb SRC1 inh,Lung fibro prol,ERa coact pot,Mac1 fbg enh,H69AR inhibit,HUVEC prolif 384,Smad3 FoxH1 inh,ERa coact inh,MT1-MMP txn act
C=CCn1c(O)c(C=NCCN(C)C)c(=O)[nH]c1=O,-24[fluorescence artefact?],98,101,6,88,94,8,-24,1
CCc1ccc(N2C(=O)NC(=O)C(Cc3ccc(OC)cc3OC)C2=O)cc1 (stereo not drawn),1[fluorescence artefact?],97,124,3,87,106,4,-7,nt
COc1ccc(C2SCC(=O)Nc3c2c(C)nn3C2CCOC(C)(C)C2)cc1 (stereo not drawn),-13,95,100,nt,95,99,7,-3,1
CCC(=NCCCN(C)C)c1c(O)n(-c2ccc(OC)cc2)c(=O)[nH]c1=O,3[fluorescence artefact?],106,106,1,88,105,-5,1[fluorescence artefact?],1.1
O=C(COc1ccc(Cl)cc1Cl)N1CCN(C/C=C/c2ccccc2)CC1,-1,97,86,2,73,96,-6,6,1.2
CCCCn1c(O)c(C(C)=NCCCn2ccnc2)c(=O)[nH]c1=O,-4,101,104,-2,97,99,8,-3,1.1
CCOC(=O)C1=C(N)Oc2cc(C)oc(=O)c2C12C(=O)N1c3c(cc(OC)cc32)C(C)=CC1(C)C (stereo not drawn),0[fluorescence artefact?],96,94,2,31*,91,2,-5,1.1
O=C(Cc1ccccc1)Oc1cccc(N2C(=O)CCC2=O)c1,16[fluorescence artefact?],99,94[fluorescence artefact?],2,89,104,-8,8,1
Cc1cccc(CS(=O)(=O)Cc2ccc(C(=O)N3CCC4(CC3)OCCO4)o2)c1,5,82,116[fluorescence artefact?],5,82,91,-15,3,1.4
CC12CN3CC(C)(CN(C1)C3c1cccnc1)C2=O (stereo not drawn),-7,98,123,1,106,98,-9,-5,1
O=C(c1cc2nc(-c3ccccc3)cc(-c3ccccc3)n2n1)N1CCC2(CC1)OCCO2,-2,105,98[fluorescence artefact?],8,77,68,1,6,1.1
O=c1[nH]c(=S)n(Cc2ccco2)c(O)c1C=NCc1cccs1,34,93,143[fluorescence artefact?],0,79,79,1,50,1.3
CCOCCCN=Cc1c(O)n(Cc2ccccc2)c(=O)[nH]c1=O,-8,89,108,-2,95,97,-8,-3,1.3
CNC(=O)ON(C(=O)NC)C1N(C)C(=S)SC1(C)C (stereo not drawn),-4[fluorescence artefact?],106,109,-1,93,81,-2,2[fluorescence artefact?],1
Cc1ccc(C2N(c3cc(C)on3)C(=O)C3CCCN32)cc1 (stereo not drawn),-6,99,121,-4,94,102,5,-1,1.3
CC1=CC(=C2C(=O)NC(=S)NC2=O)C=C(C(F)(F)F)N1C,63*[fluorescence artefact?],96,62[fluorescence artefact?],1,98,92,11,52*[fluorescence artefact?],1.3
O=C1C2CCN(CC2)C1Cc1ccccc1O (stereo not drawn),-7,99,109,1,100,95,-5,-3,1
O=P(O)(O)COc1ccccc1O,0,96,111,-2,102,97,3,-14,1
Nc1nnc(CCN2CCCCC2)s1,0,97,107,nt,97,85,-12,15,1.1
CN=C(SCc1ccccc1)c1c(O)n(C)c(=O)n(C)c1=O,2[fluorescence artefact?],100,119,-6,92,83,-1,9[fluorescence artefact?],1
O=C1CC(=O)N(c2ccc3c(c2)OCO3)C(=O)N1,1,73,99,-4,94,98,12[fluorescence artefact?],-7,1.1
O=C(COc1ccc(Cl)cc1)N1CCN(C/C=C/c2ccccc2)CC1,8,80,93,0,27*,84,-6,0,1
COc1cccc(-n2c(C)nc3ccccc3c2=O)c1,-29[fluorescence artefact?],96,111,-4,89,99,15[fluorescence artefact?],-22,1.1
COCc1cc(C2SCC(=O)Nc3c2c(=O)[nH]n3C(C)C)ccc1OC (stereo not drawn),-1[fluorescence artefact?],104,99,1,84,95,-17,-9,1.1
CN1CCC(N(C)c2ncnc3ccc(Br)cc23)CC1,7[fluorescence artefact?],102,87,-2,86,82,8,6,1.2
C=CCn1c(O)c(C=Nc2ccc(OC)cc2C)c(=O)[nH]c1=O,5[fluorescence artefact?],105,154,-2,83,85,-3,12,1.3
O=C(C(Cc1ccccc1)NS(=O)(=O)c1cccc2nsnc12)N1CCC2(CC1)OCCO2 (stereo not drawn),-3,96,101,4,64,87,-10,-1,1.1
Nc1ccccc1C(=O)c1ccccc1,-1[fluorescence artefact?],94,93,-3,91,98,-2,3[fluorescence artefact?],1.2
O=C(Cn1c(=O)c(C(F)(F)F)nc2ccccc21)N1CCC2(CC1)OCCO2,22,94,115[fluorescence artefact?],-6,100,94,6,11,1.3
COC(=NC1CCCC1)C(O)c1c[nH]c2ccccc12 (stereo not drawn),4,98,129[fluorescence artefact?],nt,94,93,6,-8,1.1
CSCCC(N=Cc1c(O)n(-c2ccc(Br)cc2)c(=O)[nH]c1=O)C(=O)OC(C)(C)C (stereo not drawn),-11,98,91,nt,88,99,11,-4[fluorescence artefact?],1
O[C@@H]1CCCC[C@H]1N1CCC(c2ccccc2)CC1,-2,87,109,-1,98,98,2,-18,1
c1ccc2cc3cc4ccccc4cc3cc2c1,8,85,109,nt,101,90,4,-5,1.8
CCN1CCC2(CCNC2)C1 (stereo not drawn),-9,98,127,-1,86,95,2,-6,1.2
Nc1ccccc1C(=O)OCCOc1ccccc1,-2,102,91,0,74,110,1,-2,0.3
COc1ccc(CCNCc2ccccn2)cc1OC,-5,97,93,0,95,89,-2,-1,0.9
COc1ccc(CC(=O)N2CCN(C)CC2)cc1,28[fluorescence artefact?],99,98,-2,97,101,0,1,1.3
Cc1cccn2c(=O)c3c(nc12)N1CCc2ccccc2C1C1(C3)C(=O)NC(=O)N(C)C1=O (stereo not drawn),-16,98,95[fluorescence artefact?],-2,51,69,7,-16,1.1
OCCN1C2CCC1CC(O)(c1ccc(F)cc1)C2 (stereo not drawn),-12,103,107,0,98,99,0,18,1
CCCCN1C(=O)NC(=O)C2(Cc3cc(C)ccc3N(C)C2)C1=O (stereo not drawn),-10,102,129,5,88,107,1,-1,1.2
COc1ccc(-n2c(O)c(C(C)=NCCCn3ccnc3)c(=O)[nH]c2=O)cc1,-7[fluorescence artefact?],107,108,nt,83,86,4,4,1.2
COc1cc(/C=C2\C(=O)NC(=O)N(c3ccccc3)C2=O)cc(OC)c1O,-4,98,97,-6,90,103,4,-3,1.1
COc1ccc(Cn2c(O)c(C=NCCCn3ccnc3)c(=O)[nH]c2=O)cc1,25,99,124,2,96,79,5,-4,1.3
Cc1cc(OC(=O)c2ccco2)c2c3c(c(=O)oc2c1)CCCC3,-13,112,98,-4,93,73,2,-6,0.9
O=C(C1CC(c2ccccc2O)=NO1)N1CCC2(CC1)OCCO2 (stereo not drawn),-5,90,94,-4,74,91,-14,-1,1.5
CC(=NCCCN1CCOCC1)c1c(O)n(-c2ccccc2C)c(=O)[nH]c1=O,-1,101,109,nt,90,107,11,-33,1.1
O=C(c1ccc(Cl)cc1)C12CN3CN(CN(C3)C1)C2,-4,94,100,-2,105,103,17[fluorescence artefact?],-4,1
CC(C)C/C(=N/O)c1c[nH]c2ccccc12,-11,90,104,0,67,88,5,1,1.3

# A run of entries from the list above, for reference:
SMILES,ERb SRC1 inh,Lung fibro prol,ERa coact pot,Mac1 fbg enh,H69AR inhibit,HUVEC prolif 384,Smad3 FoxH1 inh,ERa coact inh,MT1-MMP txn act
CCC(=NCCCN(C)C)c1c(O)n(-c2ccc(OC)cc2)c(=O)[nH]c1=O,3[fluorescence artefact?],106,106,1,88,105,-5,1[fluorescence artefact?],1.1
O=C(COc1ccc(Cl)cc1Cl)N1CCN(C/C=C/c2ccccc2)CC1,-1,97,86,2,73,96,-6,6,1.2
CCCCn1c(O)c(C(C)=NCCCn2ccnc2)c(=O)[nH]c1=O,-4,101,104,-2,97,99,8,-3,1.1
CCOC(=O)C1=C(N)Oc2cc(C)oc(=O)c2C12C(=O)N1c3c(cc(OC)cc32)C(C)=CC1(C)C (stereo not drawn),0[fluorescence artefact?],96,94,2,31*,91,2,-5,1.1
O=C(Cc1ccccc1)Oc1cccc(N2C(=O)CCC2=O)c1,16[fluorescence artefact?],99,94[fluorescence artefact?],2,89,104,-8,8,1
Cc1cccc(CS(=O)(=O)Cc2ccc(C(=O)N3CCC4(CC3)OCCO4)o2)c1,5,82,116[fluorescence artefact?],5,82,91,-15,3,1.4
CC12CN3CC(C)(CN(C1)C3c1cccnc1)C2=O (stereo not drawn),-7,98,123,1,106,98,-9,-5,1
O=C(c1cc2nc(-c3ccccc3)cc(-c3ccccc3)n2n1)N1CCC2(CC1)OCCO2,-2,105,98[fluorescence artefact?],8,77,68,1,6,1.1
O=c1[nH]c(=S)n(Cc2ccco2)c(O)c1C=NCc1cccs1,34,93,143[fluorescence artefact?],0,79,79,1,50,1.3
CCOCCCN=Cc1c(O)n(Cc2ccccc2)c(=O)[nH]c1=O,-8,89,108,-2,95,97,-8,-3,1.3
CNC(=O)ON(C(=O)NC)C1N(C)C(=S)SC1(C)C (stereo not drawn),-4[fluorescence artefact?],106,109,-1,93,81,-2,2[fluorescence artefact?],1
Cc1ccc(C2N(c3cc(C)on3)C(=O)C3CCCN32)cc1 (stereo not drawn),-6,99,121,-4,94,102,5,-1,1.3
CC1=CC(=C2C(=O)NC(=S)NC2=O)C=C(C(F)(F)F)N1C,63*[fluorescence artefact?],96,62[fluorescence artefact?],1,98,92,11,52*[fluorescence artefact?],1.3
O=C1C2CCN(CC2)C1Cc1ccccc1O (stereo not drawn),-7,99,109,1,100,95,-5,-3,1

# Ordered by length of the SMILES (highest first): part of the list above.
SMILES,ERb SRC1 inh,Lung fibro prol,ERa coact pot,Mac1 fbg enh,H69AR inhibit,HUVEC prolif 384,Smad3 FoxH1 inh,ERa coact inh,MT1-MMP txn act
CC(=NCCCN1CCOCC1)c1c(O)n(-c2ccccc2C)c(=O)[nH]c1=O,-1,101,109,nt,90,107,11,-33,1.1
Cc1cc(OC(=O)c2ccco2)c2c3c(c(=O)oc2c1)CCCC3,-13,112,98,-4,93,73,2,-6,0.9
O=C(c1ccc(Cl)cc1)C12CN3CN(CN(C3)C1)C2,-4,94,100,-2,105,103,17[fluorescence artefact?],-4,1

# Some of the compounds tested; rates above refer to the full screens.
